Assay outcomes deposited in PubChem BioAssay by Broad Institute.
NSD2 block = blocks human NSD2 histone methyltransferase activity. O96028. NSD2-SET H3K36me1 DELFIA fluorescence, biochemical. inhibition, % at 12.5 µM. actives 0.07% (n = 44,000); in the data active means inhibition above about 54%, passing the limit was not always enough; inconclusive means no clear call, values can overlap the other calls;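 further: inhibitors reduce the monomethyl H3K36 fluorescence signal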
Target sequence (O96028 whole entry, looked up): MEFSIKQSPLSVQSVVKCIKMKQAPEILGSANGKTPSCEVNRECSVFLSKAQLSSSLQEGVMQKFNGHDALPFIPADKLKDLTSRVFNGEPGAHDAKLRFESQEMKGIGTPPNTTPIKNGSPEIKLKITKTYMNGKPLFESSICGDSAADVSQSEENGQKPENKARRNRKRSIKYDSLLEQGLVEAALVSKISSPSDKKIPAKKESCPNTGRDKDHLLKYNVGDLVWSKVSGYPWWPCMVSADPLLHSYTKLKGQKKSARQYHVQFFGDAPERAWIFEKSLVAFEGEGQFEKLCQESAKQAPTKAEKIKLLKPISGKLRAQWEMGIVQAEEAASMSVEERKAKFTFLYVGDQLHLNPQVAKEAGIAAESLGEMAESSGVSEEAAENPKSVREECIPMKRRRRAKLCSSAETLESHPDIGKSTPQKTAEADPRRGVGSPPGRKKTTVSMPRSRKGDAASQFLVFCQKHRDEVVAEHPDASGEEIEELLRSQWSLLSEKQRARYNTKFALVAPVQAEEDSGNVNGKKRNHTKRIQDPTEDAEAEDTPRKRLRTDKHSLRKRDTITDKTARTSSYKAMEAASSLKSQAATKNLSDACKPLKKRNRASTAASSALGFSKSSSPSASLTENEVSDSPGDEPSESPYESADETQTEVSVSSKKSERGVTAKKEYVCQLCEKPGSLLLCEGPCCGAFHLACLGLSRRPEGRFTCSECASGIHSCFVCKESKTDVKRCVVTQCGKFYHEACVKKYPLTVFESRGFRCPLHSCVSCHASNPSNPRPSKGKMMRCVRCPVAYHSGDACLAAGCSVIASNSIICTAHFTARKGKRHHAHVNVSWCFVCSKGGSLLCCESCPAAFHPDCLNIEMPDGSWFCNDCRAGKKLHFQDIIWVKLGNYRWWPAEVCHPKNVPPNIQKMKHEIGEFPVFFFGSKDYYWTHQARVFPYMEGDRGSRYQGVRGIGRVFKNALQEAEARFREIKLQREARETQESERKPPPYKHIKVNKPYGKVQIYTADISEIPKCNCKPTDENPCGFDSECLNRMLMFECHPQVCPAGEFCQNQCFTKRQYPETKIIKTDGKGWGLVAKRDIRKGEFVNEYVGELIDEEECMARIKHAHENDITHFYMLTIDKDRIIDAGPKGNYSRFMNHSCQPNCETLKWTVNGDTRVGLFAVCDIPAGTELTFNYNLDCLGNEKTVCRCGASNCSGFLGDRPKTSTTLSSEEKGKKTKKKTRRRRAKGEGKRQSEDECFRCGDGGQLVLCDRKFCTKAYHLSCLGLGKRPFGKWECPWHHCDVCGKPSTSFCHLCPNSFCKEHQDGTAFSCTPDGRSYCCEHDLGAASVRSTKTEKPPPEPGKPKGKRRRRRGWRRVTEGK
Active calls of the source: *; ? = inconclusive. Some of the compounds tested (hit frequency here may not be typical).

no. | Structure | NSD2 block
1 | CC(C)NC(=O)Nc1cccc2c1O[C@@H](CN(C)C(=O)Nc1ccc(C(F)(F)F)cc1)[C@@H](C)CN([C@H](C)CO)C2=O | 6
2 | C[C@@H]1CN([C@H](C)CO)C(=O)c2cc(N(C)C)ccc2O[C@@H](C)CCCCO[C@H]1CN(C)S(=O)(=O)c1ccc(Cl)cc1 | 15
3 | Cc1ccc(S(=O)(=O)N(C)C[C@@H]2Oc3ccc(NS(C)(=O)=O)cc3CC(=O)N([C@H](C)CO)C[C@H]2C)cc1 | 9
4 | Cc1cccc(S(=O)(=O)N(C)C[C@H]2OCc3ccccc3-c3ccccc3C(=O)N([C@H](C)CO)C[C@H]2C)c1 | -1
5 | C[C@@H]1CCCCO[C@@H](CN(C)C(=O)Nc2ccc(F)cc2)[C@@H](C)CN([C@@H](C)CO)C(=O)c2cc(NC(=O)CCCN(C)C)ccc2O1 | 1
6 | O=C(O)C1=C[C@@H](c2ccc(Br)cc2)C[C@@H](OCc2ccc(CO)cc2)O1 | -1
7 | O=C(NO)c1cccc(C(=O)N/N=C/c2ccccn2)c1 | -1
8 | C[C@H](CO)N1C[C@H](C)[C@H](CN(C)C(=O)CN(C)C)Oc2ncc(/C=C/c3ccccc3)cc2C1=O | -2
9 | Cc1sc2nc(-c3ccccc3O)[nH]c(=O)c2c1C | 7
10 | C[C@@H]1CN([C@H](C)CO)S(=O)(=O)c2ccc(/C=C/c3ccccc3)cc2O[C@H]1CN(C)C(=O)NC1CCCCC1 | -8
11 | COc1cccc(S(=O)(=O)N(C)C[C@H]2OCc3ccccc3-c3ccccc3C(=O)N([C@@H](C)CO)C[C@H]2C)c1 | -3
12 | COc1cc2c(cc1OC)CN(C(=O)[C@@H]1[C@H]3C(=O)O[C@H](c4ccccc4)[C@H](c4ccccc4)N3[C@H](c3ccc(O)cc3)[C@@]13C(=O)Nc1ccc(C#CC4=CCCCC4)cc13)CC2 | -8
13 | CNC[C@@H]1Oc2ccc(NC(=O)Nc3ccc4c(c3)OCO4)cc2CC(=O)N([C@@H](C)CO)C[C@@H]1C | 10
14 | C[C@H](CO)N1C[C@H](C)[C@H](CN(C)S(=O)(=O)c2ccc(F)cc2)Oc2ccc(NC(=O)CCCCCC(=O)Nc3ccccc3N)cc2CC1=O | 11
15 | C[C@@H]1CCCCO[C@H](CN(C)S(=O)(=O)c2cn(C)cn2)[C@@H](C)CN([C@@H](C)CO)C(=O)c2cc(NS(=O)(=O)c3cn(C)cn3)ccc2O1 | ?
16 | CC(C)NC(=O)Nc1ccc2c(c1)C(=O)N([C@H](C)CO)C[C@H](C)[C@H](CN(C)Cc1ccncc1)OCCCC[C@H](C)O2 | -8
17 | C=CCOC(=O)C1=C[C@H](c2cn(C(C)=O)c3ccccc23)C[C@H](OCc2ccc(CO)cc2)O1 | -2
18 | O=C1O[C@@H](c2ccccc2)[C@@H](c2ccccc2)N2[C@@H](c3ccc(O)cc3)[C@]3(C(=O)Nc4ccc(C#CC5(O)CCCCCC5)cc43)[C@@H](C(=O)N3CCCCCCC3)[C@H]12 | -6
19 | COc1ccc(NC(=O)N(C)C[C@@H]2Oc3c(NS(=O)(=O)c4cccs4)cccc3C(=O)N([C@H](C)CO)C[C@H]2C)cc1 | 0
20 | CC(=O)N(C)C[C@@H]1Oc2cc(C#Cc3ccccn3)ccc2S(=O)(=O)N([C@H](C)CO)C[C@@H]1C | 13
21 | C[C@@H]1CN([C@H](C)CO)C(=O)CCCn2nncc2CO[C@@H]1CN(C)Cc1ccc2c(c1)OCCN2C | -1
22 | CNC[C@H]1Oc2ccc(NS(=O)(=O)c3c(C)noc3C)cc2CC(=O)N([C@@H](C)CO)C[C@H]1C | 4
23 | C[C@@H]1CN([C@@H](C)CO)C(=O)c2cccc(NC(=O)C3CCOCC3)c2O[C@@H]1CN(C)C(=O)Nc1ccc(C(F)(F)F)cc1 | 39
24 | C[C@H]1CN([C@@H](C)CO)C(=O)c2cccc(NC(=O)Nc3ccccc3)c2O[C@H]1CN(C)C(=O)Nc1ccc2c(c1)OCO2 | -2
25 | Cc1noc(C)c1NC(=O)N(C)C[C@@H]1Oc2ccc(NC(=O)CCC(F)(F)F)cc2CC(=O)N([C@H](C)CO)C[C@@H]1C | -6

Values in list order from the entries so far:
NSD2 block, compounds 5–11, in order: 1, -1, -1, -2, 7, -8, -3

(listing goes on)
no. | Structure | NSD2 block
26 | C[C@@H]1CN([C@H](C)CO)S(=O)(=O)c2ccc(C#Cc3cccnc3)cc2O[C@@H]1CN(C)C | 7
27 | C[C@@H]1CN([C@@H](C)CO)C(=O)c2cc(NC(=O)C3CCCCC3)ccc2O[C@@H](C)CCCCO[C@@H]1CN(C)C(=O)C1CCCCC1 | 5
28 | C[C@@H]1CN([C@@H](C)CO)C(=O)c2cc(NC(=O)CCCN(C)C)ccc2O[C@@H]1CN(C)S(=O)(=O)c1cn(C)cn1 | -2
29 | COc1ccc(NC(=O)Nc2ccc3c(c2)C(=O)N([C@@H](C)CO)C[C@H](C)[C@H](CN(C)C(=O)Nc2ccc(OC)cc2)OCCCC[C@@H](C)O3)cc1 | -3
30 | C[C@H]1CN([C@@H](C)CO)C(=O)c2cccc(NS(=O)(=O)c3cn(C)cn3)c2O[C@H]1CN(C)C(=O)Nc1cccc2ccccc12 | 9
31 | CC(C)C#Cc1cnc2c(c1)C(=O)N([C@H](C)CO)C[C@H](C)[C@H](CN(C)Cc1cncnc1)O2 | -1
32 | COc1ccc(CN(C)C[C@@H]2Oc3ccc(NC(=O)c4ccncc4)cc3C(=O)N([C@H](C)CO)C[C@H]2C)cc1 | 11
33 | Cc1noc(C)c1S(=O)(=O)Nc1ccc2c(c1)C(=O)N([C@@H](C)CO)C[C@@H](C)[C@@H](CN(C)C(=O)CCC(F)(F)F)OCCCC[C@@H](C)O2 | -5
34 | C[C@@H]1CN([C@@H](C)CO)C(=O)c2cc(C3=CCCC3)cnc2O[C@H]1CN(C)Cc1ccccc1F | 2
35 | C[C@@H]1CN([C@@H](C)CO)C(=O)c2c(c3ccccc3n2C)-c2ccccc2CO[C@@H]1CN(C)Cc1ccncc1 | -7
36 | Cc1noc(C)c1S(=O)(=O)N(C)C[C@@H]1OCCCC[C@H](C)Oc2ccc(NC(=O)Cc3ccccc3)cc2C(=O)N([C@@H](C)CO)C[C@H]1C | -3
37 | Cc1noc(C)c1S(=O)(=O)N(C)C[C@H]1Oc2ccc(NC(=O)CCCCCC(=O)Nc3ccccc3N)cc2CC(=O)N([C@H](C)CO)C[C@H]1C | 1
38 | C[C@H]1CN([C@@H](C)CO)C(=O)Cc2cc(NC(=O)CCN3CCOCC3)ccc2O[C@@H]1CN(C)Cc1ccncc1 | 1
39 | C[C@@H]1CN([C@H](C)CO)S(=O)(=O)c2ccc(C#Cc3ccc(F)cc3)cc2O[C@@H]1CN(C)CC1CC1 | 10
40 | C[C@H](CO)N1C[C@H](C)[C@H](CN(C)Cc2cncnc2)Oc2ncc(/C=C/c3ccccc3)cc2C1=O | 3
41 | C[C@H](CO)N1C[C@H](C)[C@@H](CN(C)C(=O)c2cccc(F)c2)Oc2cc(-c3cncnc3)ccc2S1(=O)=O | 0
42 | C[C@H](CO)N1C[C@H](C)[C@@H](CN(C)S(=O)(=O)c2ccc(F)cc2)Oc2ccc(NS(=O)(=O)c3cn(C)cn3)cc2C1=O | -1
43 | C[C@@H]1CN([C@@H](C)CO)C(=O)c2cc(NS(=O)(=O)c3ccc(Cl)cc3)ccc2O[C@@H](C)CCCCO[C@@H]1CN(C)Cc1ccncc1 | 4
44 | Cc1ccc(S(=O)(=O)Nc2ccc3c(c2)C(=O)N([C@H](C)CO)C[C@@H](C)[C@@H](CN(C)CC2CCCCC2)OCCCC[C@H](C)O3)cc1 | 0
45 | CC(C)NC(=O)Nc1ccc2c(c1)C(=O)N([C@H](C)CO)C[C@@H](C)[C@@H](CN(C)C(=O)Nc1ccccc1)O2 | -3
46 | O=C(C[C@H]1CC[C@@H](NS(=O)(=O)c2ccccc2)[C@@H](CO)O1)NCCN1CCCCC1 | -4
47 | C/C=C/c1ccc2c(c1)O[C@@H](CN(C)Cc1ccccc1F)[C@@H](C)CN([C@H](C)CO)S2(=O)=O | 6
48 | C[C@@H]1CN([C@H](C)CO)S(=O)(=O)c2ccc(-c3cncnc3)cc2O[C@@H]1CN(C)Cc1cncnc1 | 3
49 | COc1cccc(-c2ccc3c(c2)O[C@H](CN(C)C(=O)C2CCCCC2)[C@@H](C)CN([C@H](C)CO)S3(=O)=O)c1 | -14
50 | C[C@H]1CN([C@@H](C)CO)C(=O)c2cccc(NC(=O)CCCCCC(=O)Nc3ccccc3N)c2O[C@H]1CN(C)C(=O)NC1CCCCC1 | 9

The last 2 compounds of the part before lead into the next:
no. | Structure | NSD2 block
49 | COc1cccc(-c2ccc3c(c2)O[C@H](CN(C)C(=O)C2CCCCC2)[C@@H](C)CN([C@H](C)CO)S3(=O)=O)c1 | -14
50 | C[C@H]1CN([C@@H](C)CO)C(=O)c2cccc(NC(=O)CCCCCC(=O)Nc3ccccc3N)c2O[C@H]1CN(C)C(=O)NC1CCCCC1 | 9
51 | O=C(C[C@@H]1C[C@H]2c3cc(NC(=O)C4CCOCC4)ccc3O[C@H]2[C@H](CO)O1)NCc1ccccc1 | -7
52 | COc1ccc2c(=O)cc(-c3ccccc3OC)oc2c1 | 3
53 | C[C@H]1CCCCO[C@H](CN(C)CC2CC2)[C@@H](C)CN([C@@H](C)CO)C(=O)c2cc(NC(=O)c3ccncc3)ccc2O1 | 3
54 | C[C@@H]1CN([C@@H](C)CO)C(=O)c2cc(NS(=O)(=O)c3ccc(Cl)cc3)ccc2O[C@@H](C)CCCCO[C@@H]1CN(C)C | -4
55 | C[C@H]1CN([C@@H](C)CO)C(=O)Cc2cc(NS(=O)(=O)c3ccccc3)ccc2O[C@H]1CN(C)S(=O)(=O)c1cn(C)cn1 | 6
56 | C[C@H](CO)N1C[C@H](C)[C@@H](CN(C)C(=O)c2ccccn2)Oc2ncc(-c3ccccc3F)cc2C1=O | 1
57 | O=C(O)C[C@@H]1C=C[C@@H](NC(=O)Nc2ccccc2)[C@H](CO)O1 | 6
58 | Cc1nc(S(=O)(=O)NC2CCN(Cc3ccc(OCCO)cc3)CC2)cn1C | -2
59 | CC(C)NC(=O)Nc1ccc2c(c1)CC(=O)N([C@H](C)CO)C[C@@H](C)[C@H](CN(C)C(=O)Nc1cccc3ccccc13)O2 | 4
60 | C[C@H]1CN([C@@H](C)CO)C(=O)c2cc(NS(=O)(=O)c3cn(C)cn3)ccc2O[C@H]1CN(C)C(=O)Nc1ccccc1 | 0
61 | O=C(NO)c1ccc(C(=O)N/N=C/c2ccc(CO)o2)cc1 | 0
62 | C[C@@H]1CN([C@@H](C)CO)C(=O)c2cc(NC(=O)c3ccncc3)ccc2O[C@@H](C)CCCCO[C@@H]1CN(C)C(=O)Nc1ccc(C(F)(F)F)cc1 | -5
63 | CC(=O)OC[C@]12[C@@H](OC(C)=O)C[C@@H]3[C@@H](OC(=O)c4ccccc4)[C@]1(OC3(C)C)[C@H](C)C[C@H](OC(=O)c1ccccc1)[C@@H]2OC(C)=O | 0
64 | C[C@@H]1CN([C@H](C)CO)C(=O)c2cc(NC(=O)CCCCCC(=O)Nc3ccccc3N)ccc2O[C@@H]1CN(C)C(=O)NC1CCCCC1 | -3
65 | C[C@@H]1CN([C@H](C)CO)C(=O)c2cccc(NS(=O)(=O)c3ccc(F)cc3)c2O[C@H]1CN(C)Cc1ccc(C(=O)O)cc1 | 4
66 | C[C@@H]1CN([C@@H](C)CO)C(=O)c2cc(NC(=O)Cc3cn(C)c4ccccc34)ccc2O[C@H]1CN(C)C(=O)Nc1ccccc1 | 1
67 | C[C@@H]1CN([C@@H](C)CO)C(=O)Cc2cc(NS(=O)(=O)c3ccc(Cl)cc3)ccc2O[C@@H]1CN(C)Cc1ccc(C(=O)Nc2ccccc2N)cc1 | -6
68 | CC(C)NC(=O)N(C)C[C@H]1Oc2ccc(NC(=O)Cc3cn(C)c4ccccc34)cc2C(=O)N([C@@H](C)CO)C[C@@H]1C | -3
69 | COc1ccc(S(=O)(=O)Nc2ccc3c(c2)C(=O)N([C@H](C)CO)C[C@@H](C)[C@H](CN(C)S(=O)(=O)c2ccccc2)OCCCC[C@H](C)O3)cc1 | 2
70 | Cc1noc(C)c1S(=O)(=O)N(C)C[C@H]1Oc2ccc(NC(=O)Nc3ccc(C(F)(F)F)cc3)cc2CC(=O)N([C@@H](C)CO)C[C@H]1C | -6
71 | CO[C@H](CN(C)C(=O)C1CCOCC1)[C@@H](C)CN([C@H](C)CO)S(=O)(=O)c1ccccc1 | 6
72 | CC(C)NC(=O)Nc1ccc2c(c1)C(=O)N([C@@H](C)CO)C[C@H](C)[C@@H](CN(C)CC1CCCCC1)OCCCC[C@@H](C)O2 | 6
73 | C[C@H](CO)N1C[C@H](C)[C@H](CN(C)Cc2cncnc2)Oc2ncc(C#CC3CCCCC3)cc2C1=O | 1
74 | C[C@@H]1CN([C@@H](C)CO)C(=O)c2cccc(NC(=O)Nc3ccccc3)c2O[C@H]1CN(C)Cc1ccccc1 | -1
75 | Cc1ccc(S(=O)(=O)N(C)C[C@@H]2Oc3ccc(NS(=O)(=O)c4cn(C)cn4)cc3C(=O)N([C@@H](C)CO)C[C@@H]2C)cc1 | 1
76 | C[C@@H]1CN([C@H](C)CO)C(=O)Cc2cc(NC(=O)Cc3cn(C)c4ccccc34)ccc2O[C@H]1CN(C)Cc1ccc(C(F)(F)F)cc1 | -4
77 | O[C@@H](Cc1ccccc1)[C@@H](/C=C/C1CC1)N(CC#Cc1ccccc1)Cc1ccccc1Br | 12
78 | COc1ccc(-c2cc(=O)c3ccccc3o2)cc1 | 10
79 | C[C@@H]1CN([C@H](C)CO)C(=O)c2cccc(NS(=O)(=O)c3cn(C)cn3)c2O[C@@H]1CN(C)S(=O)(=O)c1cn(C)cn1 | 5

By substructure, the compounds so far with a COOH group (3)
no. | Structure | NSD2 block
6 | O=C(O)C1=C[C@@H](c2ccc(Br)cc2)C[C@@H](OCc2ccc(CO)cc2)O1 | -1
57 | O=C(O)C[C@@H]1C=C[C@@H](NC(=O)Nc2ccccc2)[C@H](CO)O1 | 6
65 | C[C@@H]1CN([C@H](C)CO)C(=O)c2cccc(NS(=O)(=O)c3ccc(F)cc3)c2O[C@H]1CN(C)Cc1ccc(C(=O)O)cc1 | 4
